Thrombin inh = blocks human thrombin protease activity. alpha-thrombin, Boc-VPR-AMC fluorogenic substrate cleavage. inhibition, % at 5 µM. AID 1046. 0.26% of 220,000 active;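 active = inhibition at or above 40%; inactive = inhibition below 40%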;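 also: 0% = enzyme with no compound and 100% = wells without enzyme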
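Material: human alpha-thrombin protein. Incubation: reaction at ambient temperature. Technique: fluorescence of released AMC, ex 355 nm, em 460 nm. Control set: no-compound enzyme wells and no-enzyme blanks. Also added: Boc-VPR-AMC substrate, 15 µM final. Buffer or medium: pH 7.5 Tris (50 mM) with NaCl 150 mM, Tween 20 0.05%.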
PERK inh = inhibitors of human PERK kinase; Q9NZJ5; CHO PERK-DD fusion, SEAP luminescence translation reporter; inhibition, % at 5.6 µM; 0.17% of 220,000 active; AID 1416;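 active = inhibition above the mean inhibition of all tested compounds plus 3 SD, set separately per screening campaign, cut at about 2.9% in these data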;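 also: PERK kinase domain activated by AP20187 dimerizer at 100 nM; 0% = DMSO with dimerizer and 100% = rapamycin at 8.4 µM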
p97 ATPase inh = blocks human p97 ATPase activity. P55072. recombinant p97 ATPase, Kinase-Glo ATP luminescence, 3 h. inhibition, % at 8 µM. 0.42% of 220,000 active. AID 1481; in the data active = inhibition above about 15%;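 also: 0% = DMSO vehicle and 100% = wells lacking enzyme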
Target sequence (P55072 whole entry, looked up): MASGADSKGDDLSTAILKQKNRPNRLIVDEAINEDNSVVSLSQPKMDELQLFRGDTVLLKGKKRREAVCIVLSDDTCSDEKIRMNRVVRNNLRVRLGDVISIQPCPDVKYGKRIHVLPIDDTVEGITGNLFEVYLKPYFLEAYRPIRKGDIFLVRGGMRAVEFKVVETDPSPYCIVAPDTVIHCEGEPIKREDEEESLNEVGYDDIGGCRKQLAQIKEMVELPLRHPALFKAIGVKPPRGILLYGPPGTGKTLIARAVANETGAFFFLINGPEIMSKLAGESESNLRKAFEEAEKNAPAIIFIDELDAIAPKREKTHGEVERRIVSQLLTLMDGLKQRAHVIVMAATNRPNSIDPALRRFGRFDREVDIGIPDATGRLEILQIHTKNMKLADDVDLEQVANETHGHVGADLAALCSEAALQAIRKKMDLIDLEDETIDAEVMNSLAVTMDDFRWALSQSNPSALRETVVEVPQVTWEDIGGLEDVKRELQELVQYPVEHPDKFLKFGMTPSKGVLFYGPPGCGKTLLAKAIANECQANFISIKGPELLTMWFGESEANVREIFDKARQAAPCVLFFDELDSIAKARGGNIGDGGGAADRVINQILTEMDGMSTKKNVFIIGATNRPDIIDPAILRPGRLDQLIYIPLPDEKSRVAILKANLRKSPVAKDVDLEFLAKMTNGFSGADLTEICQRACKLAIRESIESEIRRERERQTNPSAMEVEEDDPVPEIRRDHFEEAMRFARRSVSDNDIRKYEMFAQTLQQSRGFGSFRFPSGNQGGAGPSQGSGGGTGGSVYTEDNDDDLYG
Wee1 stabilizer = inhibitors of human Wee1 degradation; HeLa Luc-Wee1K328M stability, luciferase luminescence; 100% = proteasome inhibitor MG132 effect; reporter increase, % at 5 µM; 1.2% of 220,000 active; AID 1321;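 active = activation above the mean of all tested compounds plus 3 SD, set per screening run, cut at about 8.8% in these data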;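 also: cells exposed to compound for 20 h before luminescence read; 0% = DMSO alone and 100% = MG132 at 30 µM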
Furin inhibitor = inhibitors of human furin. P09958. purified furin, fluorogenic substrate cleavage. inhibition, % at 30 µM. 0.061% of 220,000 active; in the data active = inhibition above about 25%; also: inactives centre near -15
FXIa inh 1536 = factor XIa (human) inhibition | purified FXIa, Boc-Glu-Ala-Arg-AMC fluorogenic substrate | inhibition, % at 5 µM | 0.14% of 220,000 active | AID 798;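 active = inhibition of at least 40%; inactive = inhibition below 40%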;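 also: fluorescence of freed AMC excited at 355 nm; 0% = enzyme without compound and 100% = no enzyme blank; many of its hits are not listed in these tables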
FXIIa inh = blocks human coagulation factor XIIa protease activity; purified FXIIa, Boc-QGR-AMC fluorogenic substrate, 2 h; inhibition, % at 5 µM; 0.3% of 220,000 active; P00748; in the data active = inhibition above about 40%;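 also: 0% = enzyme with no compound and 100% = blank without enzyme; many of its hits are not listed in these tables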
KCC2 mod = modulators of human KCC2 chloride dependent transport; KCC2 cells, thallium flux FluoZin-2 fluorescence; AID 1456; Q9H2X9; B-score of Tl+ flux slope (higher = more flux/activation; lower = inhibition) at 10 µM; 2.2% of 190,000 active;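 active = thallium flux slope and its plate-corrected score both differing from the plate sample mean at a set confidence after two filtering rounds, in either direction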;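 also: slope of fluorescence scaled to starting intensity during 10 to 20 s after thallium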
hK5 inh = inhibitors of human kallikrein 5; Q9Y337; recombinant hK5, fluorogenic AMC substrate cleavage; inhibition, % at 5 µM; 0.59% of 210,000 active;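 active = inhibition of 40% or more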;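 also: 0% = enzyme controls without compound and 100% = no-enzyme blanks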
Target sequence (Q9Y337 67-293 limits assumed): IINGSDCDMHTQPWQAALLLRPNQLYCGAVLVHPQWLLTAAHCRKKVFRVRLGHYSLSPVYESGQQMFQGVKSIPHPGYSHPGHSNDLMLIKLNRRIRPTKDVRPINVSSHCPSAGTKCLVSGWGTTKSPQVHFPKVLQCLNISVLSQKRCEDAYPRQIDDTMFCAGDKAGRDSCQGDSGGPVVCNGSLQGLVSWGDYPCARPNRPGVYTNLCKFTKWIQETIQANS
Numbers without * were called inactive; i = inactive; . = no result given; [ ] = remark or other dose. Hits appear at their usual frequency (roughly 4.4% active in at least one column).

SMILES	Thrombin inh	PERK inh	p97 ATPase inh	Wee1 stabilizer	Furin inhibitor	FXIa inh 1536	FXIIa inh	KCC2 mod	hK5 inh
C=CCN1C(=O)C(CC(=O)O)SC1=Nc1c(C)n(C)n(-c2ccccc2)c1=O (centres undefined)	-5	0.9	9	2	-20[20 µM]	-3	7	0.008	7
Cc1ccc2nc(N/N=C/c3ccco3)cc(C)c2c1	-9	0.0	4	3	-11	-3	5	-1.5	-2
CCN(CC)c1ccc(/C=N/Nc2ccc(C)cc2)c(O)c1	-3	-0.1	-6	-6	-18	2	4	1.8	-4
O=C(Nc1ccccc1-c1nnn(CC(=O)N2CCCc3ccccc32)n1)c1ccc(Cl)cc1	2	0.3	-2	0	-15[20 µM]	6	10	-0.13	-10
COc1cc(C2C(=O)N(C3CCCC3)CC(=O)N2Cc2ccco2)ccc1OC(C)C (centres undefined)	3	-1.4	3	4	-8	4	22	-0.00065	-2
Cn1c(=O)cc(SCC(=O)N2CCCC2)c2ccc(Cl)cc21	-14	-1.1	-4	-2	0	-7	-12	.	-5
COc1cc(S(=O)(=O)NCC2CCCO2)c(OC)cc1Cl (centres undefined)	-7	1.1	4	1	-14[20 µM]	-10	6	0.9	1
O=C(COc1ccc(Br)cc1CNC1CCCCC1)NCCc1ccccc1	-8	0.9	-2	-1	-22	1	3	-1.6	-8
CC(C)c1ccc2[nH]c(O)c(N=NC(=O)c3cccc(S(=O)(=O)Nc4ccc(Cl)cc4)c3)c2c1	-4	-0.3	4	3	-3	2	9	1.4	-1
O=C1N(Cc2cccnc2)C[C@@H]2C[C@@H](c3cccc(OC4CCCC4)c3)N3CCC[C@@]123	-14	-0.3	-3	-1	-13	-1	8	0.65	3
CCOC(=O)c1c(CN2CCCCC2)oc2ccc(O)cc12	0	-0.2	2	-1	-23	3	8	.	2
O=C(Nc1ccc(S(=O)(=O)Nc2nccs2)cc1)C1CCCCC1	-8	1.3	5	-2	-31	2	0	0.6	6
Cc1noc(C)c1CSCC(=O)NC1=NCCS1	.	0.4	0	0	-25	.	.	.	.
CC(=O)Nc1c(C(=O)c2ccc(F)cc2)oc2ccccc12	0	1.8	0	4	-21	-2	7	-0.07	3
Cc1oc2cc(O)ccc2c(=O)c1-c1nncn1-c1ccccc1	5	-0.7	1	-2	-18	1	13	-0.11	-2
Cc1ccc(S(=O)(=O)NC(=S)NC2CCCCC2)cc1	-11	0.5	-1	-4	-14	-4	5	13*	-5
COc1ccc2c(c1)[nH]c1c(=O)n(/N=C/c3ccc(OC)c(COc4ccccn4)c3)cnc12	-1	1.6	5	2	-25	7	18	0.99	-11
COc1ccc(NC(=O)O/N=C/c2c(C)nn(C(C)(C)C)c2C)cc1	-2	-0.7	-6	-2	-12	4	12	.	2
CCn1c(C)c(C(C)=O)c(N2CCN(c3ccc(OC)cc3)CC2)nc1=S	-1	-0.5	0	0	-8	-6	6	0.26	-10
COc1ccc(/C(C)=N/N=C(N)N)c(OC)c1	0	2.2	3	-1	-29	11	6	-0.16	3
CCc1c(O)nc(SCC(=O)N(CC)CC)[nH]c1=O	7	-0.2	6	-3	-11	0	8	-0.51	20
CCCc1nc2ccccc2n1Cc1ccccc1OC	-6	0.8	-3	2	-19	4	6	.	6
CN(C)c1ccc(/C=N/NC(=O)c2cc(-c3ccc4c(c3)OCO4)n[nH]2)cc1	-2	2.0	10	7	-25	9	2	-0.89	-5
O=C(c1c(F)cccc1F)N1CCC(n2nnc3cc(C(F)(F)F)ccc32)CC1	-3	-0.2	-5	0	-25	2	11	-0.099	6
CCN(CC)C(=O)c1sc2nc(-c3cccs3)cc(-c3ccc(Cl)cc3)c2c1N	1	-0.8	-5	1	-5[20 µM]	-20	19	i	6
Cc1ccc(NC(=O)CN2C(=O)S/C(=C/c3ccc(-c4cc(C(=O)O)ccc4C)o3)C2=O)cc1C	3	-0.2	1	-1	-3[20 µM]	15	14	-1.2	3
COc1ccc(NC(=S)NC2CCCCC2)c(OC)c1	0	0.4	4	0	-16	-6	6	-0.017	-2
O=C(CN1C(=O)/C(=C\c2ccc(F)cc2)Oc2ccccc21)NCc1ccco1	-9	0.7	1	4	-52	1	-2	0.18	-34
CCOC(=O)/C(=N\Nc1ccc(Cl)cc1)c1csc(Nc2ccccc2)n1	2	0.1	-5	0	2[20 µM]	1	12	0.62	9
Cc1cc(=O)oc(C)c1C(=O)NCCCN1CCN(c2ccccc2F)CC1	0	-0.9	0	3	11	2	15	.	4
COc1ccc(C(=O)NC(=O)CSc2nnc(-c3ccco3)n2-c2ccccc2)cc1	1	-0.5	1	-1	-29	7	13	-0.45	-9
Cn1c(=O)n(C)c2cc([N+](=O)[O-])c(N3CCN(S(=O)(=O)c4ccc(C(C)(C)C)cc4)CC3)cc21	-2	1.3	10	-3	-18	3	9	.	4
CC[n+]1c(/C=C(\C)OC)sc2ccccc21	2	0.5	0	-4	-2	0	13	-1.3	2
c1cnc2c(OCc3nc4ccccc4[nH]3)cccc2c1	-11	-1.4	2	2	-21[20 µM]	-9	-6	-0.31	-7
COc1ccc(C(C(=O)NCC2CCCO2)N(C(=O)CNC(=O)c2cccs2)c2ccccc2)cc1OC (centres undefined)	4	0.2	-2	-3	-20	-4	4	.	6
CCOC(=O)c1c(C(=O)OCC)c(C)n(CCc2ccccc2)c1C	0	-0.8	-3	4	-8	2	9	-1	-10
CCc1c(C)sc(NC(=O)c2cc(-c3ccc(OC)c(OC)c3)on2)c1C#N	-14	0.5	4	0	-16[20 µM]	-6	-13	0.53	-1
Cc1cccc(OCC(=O)N/N=C/CC(C)c2ccccc2)c1C (centres undefined)	-6	0.9	-5	1	-13	6	15	-4.5*	-24
Cc1ccc(-c2noc(-c3cc4ccccc4oc3=O)n2)cc1	-1	1.9	3	-2	-29[20 µM]	15	11	0.038	-34
N/C(=N\OC(=O)c1ccc2c(c1)OCO2)c1cccc([N+](=O)[O-])c1	-5	0.5	1	-1	-21	6	5	0.16	-5
CCCc1cc(C(=O)Nc2cccnc2Cl)no1	0	0.3	2	-1	-18[20 µM]	-2	6	.	-4
CCCOc1ccc([N+](=O)[O-])c(N)c1	-6	0.5	1	-1	-4	6	16	-0.53	-14
CCOC(=O)c1ccc(NC(=O)CC2OCCN(CC)C2=O)cc1 (centres undefined)	-2	-0.1	1	-2	-13[20 µM]	-9	6	-1.1	-11
COc1cccc(C(=O)CN2CCC(NC(=O)NC3CCCCC3)CC2)c1	-1	-0.2	2	2	-24[20 µM]	3	-2	-0.65	-3
O=C(CCC1CCCN(C(=O)CCCc2ccccc2)C1)N1CCN(c2ccccn2)CC1 (centres undefined)	-12	-1.2	-4	-2	5	-6	-3	-2.6	-7
O=C(c1ccccc1[N+](=O)[O-])N1CCC(Cc2ccccc2)CC1	0	0.6	-3	0	-22	6	16	-3.9	4
Nc1c(C(=O)c2ccc(Cl)cc2)sc2nsc(SCCN3CCOCC3)c12	-1	0.1	5	2	-13	-4	3	0.21	-6
COCCCNC(=O)c1c(F)c(F)c(F)c(F)c1F	-2	1.1	4	9.0*	-17	0	9	-0.15	-17
COc1ccccc1N1CCN(C(=O)/C=C/c2ccccc2)CC1	-2	0.1	-1	1	-15[20 µM]	-1	4	-0.5	-13
Cc1ccc(CSc2nc3ccccc3c(=O)n2CCCC(=O)NCc2ccco2)cc1	3	0.8	3	-1	-11[20 µM]	6	10	1.8	-10
New compounds follow
SMILES	Thrombin inh	PERK inh	p97 ATPase inh	Wee1 stabilizer	Furin inhibitor	FXIa inh 1536	FXIIa inh	KCC2 mod	hK5 inh
CCN(CC)S(=O)(=O)c1ccc(N2CCOCC2)c(NC(=O)CNCCc2ccccc2)c1	1	-0.2	-6	0	-27	-4	6	-1.4	3
Cc1cccc(NC(=O)CCn2nc(C)cc2C)c1	-6	1.1	2	-1	-18	-1	9	1	12
O=C(c1ccc(F)cc1)N1CCN(c2ncccn2)CC1	1	0.5	7	0	-13[20 µM]	1	9	-0.13	-9
COc1cc(NC(=O)c2ccc3c(c2)OCO3)c2ncccc2c1	0	0.5	2	1	-29[20 µM]	10	20	-0.28	-8
CC(C)CC(COCc1ccc([N+](=O)[O-])cc1)N1CCN(C(=O)c2ccc(C(F)(F)F)cc2)CCC1=O (centres undefined)	0	-0.8	-5	-3	2	28	11	-0.66	-1
O=S(=O)(N1CCCCC1)N1CCN(c2cc(Cl)ccc2Cl)CC1	-7	-0.6	-2	2	-11	-4	2	-1.9	-5
CC(=O)Nc1ccc(NC(=O)C2CCN(c3c(Cc4ccccc4)c(C)nc4ncnn34)CC2)cc1	2	1.0	-6	-2	-7[20 µM]	10	13	-0.25	-2
O=C(Nc1cc(Cl)ccc1O)C1CCCO1 (centres undefined)	-8	0.1	-7	2	-17[20 µM]	-5	8	-1.4	14
CCn1c2ccccc2c2cc(NC(=O)CSc3nnc(-c4cccc(C)c4)o3)ccc21	25	0.0	15*	-1	-2[20 µM]	3	-1	1	-21
CN(CCc1ccccn1)C(=O)c1cccnc1Oc1ccc(Cl)cc1	-1	-0.5	1	0	-27	0	12	-0.067	-1
Cc1cc(C)nc(N2CCCC(C(=O)Nc3nnc(C)s3)C2)n1 (centres undefined)	-8	0.2	-3	0	-18	4	13	.	-14
c1ccc(OCCOCCSc2ncccn2)cc1	1	0.2	-2	-2	0	3	13	0.7	-26
COc1ccc(C(=O)N2c3ccc(F)cc3CCC2C)cc1OC (centres undefined)	0	-1.5	-7	2	-14[20 µM]	-5	4	-1.8	-10
CCOC(=O)Cc1csc(NC(=O)CSc2nnc(-c3ccc(NS(=O)(=O)CC)cc3)o2)n1	.	-0.1	-4	1	-8[20 µM]	.	.	0.59	.
NC(CC(=O)O)c1ccc(Br)cc1 (centres undefined)	-3	1.0	-5	0	1	4	-11	-0.74	-5
CC(C)N1CCC(NC(=O)Nc2ccccc2)CC1	-5	-0.2	-1	-2	-13	-7	-1	0.31	-11
O=C1CC(Cc2ccc(Cl)cc2)C(=O)N1c1ccccn1 (centres undefined)	-1	0.3	1	-1	-12[20 µM]	-6	-5	-1.7	13
O=C(Cc1n[nH]c(=O)[nH]c1=O)N/N=C/c1cccc(Cl)c1	-1	1.0	2	4	-14	25	7	0.58	-2
CCN(CC)S(=O)(=O)c1ccc(NC(=O)c2cccs2)cc1	-7	-0.1	5	-1	-18	-5	0	-0.97	-4
c1ccc(SCc2nc(-c3ccncc3)no2)cc1	-4	0.3	-2	4	-15[20 µM]	18	24	-0.77	-2
Cc1ccc2nc(N(CCCN(C)C)C(=O)c3ccc4c(c3)CCCC4)sc2c1	-3	-1.2	-6	3	-7	-7	-4	-1.6	15
COc1ccccc1/C=C/C1C(C(=O)OCC(C)C)=C(C)N=C2SCCC(=O)N21 (centres undefined)	-10	0.5	-3	4	-14	1	10	-0.72	-8
Cc1nn(C)c(C)c1S(=O)(=O)N1CCC(CO)(Cc2ccc(Cl)cc2)CC1	-5	-1.1	-5	0	-10	-5	0	0.57	-4

An excerpt of these results, with values ahead of the structure.
| Thrombin inh | PERK inh | p97 ATPase inh | Wee1 stabilizer | Furin inhibitor | FXIa inh 1536 | FXIIa inh | KCC2 mod | hK5 inh | Molecule |
| --- | --- | --- | --- | --- | --- | --- | --- | --- | --- |
| -7 | -0.1 | 5 | -1 | -18 | -5 | 0 | -0.97 | -4 | CCN(CC)S(=O)(=O)c1ccc(NC(=O)c2cccs2)cc1 |
| -4 | 0.3 | -2 | 4 | -15[20 µM] | 18 | 24 | -0.77 | -2 | c1ccc(SCc2nc(-c3ccncc3)no2)cc1 |
| -3 | -1.2 | -6 | 3 | -7 | -7 | -4 | -1.6 | 15 | Cc1ccc2nc(N(CCCN(C)C)C(=O)c3ccc4c(c3)CCCC4)sc2c1 |

Compound activity from PubChem BioAssay.
